Screening data: PubChem BioAssay, Broad Institute
EWS-Fli block: inhibitors of EWS/Fli oncoprotein transcriptional activity. inhibition, % at 12.6 µM. A673 NR0B1-luciferase reporter, viability-normalised. 350,000 compounds, 0.67% hits;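 active = mean inhibition of at least 50% after viability correction, with every replicate also passing that limit; inconclusive = mean reaches 50% but only one of two replicates passes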;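 note: firefly luciferase signal divided by Alamar Blue viability fluorescence both relative to DMSO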
PAX8 reporter: PAX8 transcriptional activity inhibition | RMG-I TPO-luciferase reporter, SteadyGlo, 24 h | inhibition, % at 12.6 µM | 360,000 compounds, 1.2% hits | AID 652154;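 active = mean replicate inhibition at least 60% with every replicate also reaching 60%; inconclusive = only one of the two criteria is met; inactive = mean below 60% and not all replicates reaching 60%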;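 note: luciferase light reporting Pax8 driven TPO promoter activity; plate controls were median of neutral control wells for no effect and mitoxantrone controls for full effect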
F508del corr: CFTR F508del correction in bronchial cells. AID 720511. 350,000 compounds, 0.36% hits. activity (quench increase), % at 7.58 µM. CFBE cells, YFP halide quenching; stimulated with forskolin plus potentiator P3; % fluorescence drop versus neutral controls;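 active = mean added fluorescence quench of at least 8% versus neutral control, with both replicates also reaching 8%; inconclusive = only one of the mean or replicate conditions met; inactive = mean below 8% and not both replicates reaching 8%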;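 note: cells transiently co-express mutant CFTR-F508del with the halide-sensitive YFP; corrector assay measuring rescue of mutant channel to the surface after 24 h compound exposure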
GSIS activator: GLuc luminescence reporter in INS-1E cells, primary screen for activators of glucose-dependent secretion of insulin; activation, % at 16.6 µM; INS-1E GLuc reporter insulin secretion, 2-3 h; AID 743287; 370,000 compounds, 0.61% hits;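 active = lowest replicate activation of at least 40%, so every replicate reaches that level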;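 note: 0% = median of neutral control wells and 100% = median of IBMX positive control wells; some compounds called inactive have numbers as strong as hits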
miR122 inh: miR-122 inhibition in Huh7 cells | AID 602342 | 340,000 compounds, 0.3% hits | Huh7 miR-122 Renilla luciferase sensor, 48 h; neutral wells = 0, positive control = 100 | activation (reporter increase), % at 12.5 µM;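 active = mean replicate activation score at least 90 and every replicate individually at or above 90; inconclusive = only one of the two criteria met; inactive = neither criterion met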;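 note: higher luciferase means less miR-122 activity so hits act as miR-122 inhibitors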
DENV2 CPE: inhibitors of DENV2 cytopathic effect; 350,000 compounds, 1.7% hits; DENV2-infected cells, cytopathic effect rescue, plate reader; CPE inhibition, % at 9.99 µM; AID 651640; in the data active = CPE inhibition above about 20%, passing the limit was not always enough; inconclusive = no clear call, values can overlap the other calls; tested in BHK-21 cells;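 note: 0% = median of neutral control wells and 100% = median of positive control wells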
FN deposit inh: fibronectin deposition inhibition; AH1F fibroblasts, Alexa488-fibronectin deposition fluorescence, overnight; inhibition, % at 12.6 µM; 350,000 compounds, 0.086% hits;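 active = mean inhibition across replicates of 30% or more, regardless of how many single replicates reach that level; inconclusive = mean under 30% yet at least half of replicates reach 30%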;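 note: positive control wells lacked labelled fibronectin entirely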
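Assay system: AH1F fibroblast monolayer, labelled fibronectin deposition. Amount: 10000 cells per well. Also added: labelled fibronectin 24 nM. Compound: single-point pinned compound. Incubation: cell attachment 1 h, compound and FN exposure overnight. Detection: fluorescence after three HBSS washes, excitation 485 nm, emission 525 nm. Read-out: inhibition of fibronectin deposition signal.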
Starred values were filed as active, the others as inactive; u = inconclusive; x = no result given; [ ] = remark or other dose. Random draw from the library. About 3.9% of those tested had a hit in this group.

Every second line gives: EWS-Fli block, PAX8 reporter, F508del corr, GSIS activator, miR122 inh, DENV2 CPE, FN deposit inh
1) C[C@H](CO)N1C[C@H](C)[C@H](CN(C)C(=O)c2ccccc2)Oc2ncc(C3=CCCC3)cc2C1=O
    -1, x, -1.6, 6, 4[16.7 µM], -11, x
2) COc1ccc(CCN(C)CC(=O)Nc2c(C)cc(C)cc2C)cc1OC
    13, 2, -3.0, 5, 3, -3, -7
3) CCc1ccccc1NC(=O)NC1CC2CCC(C1)N2Cc1ccco1 (stereo not drawn)
    -26, 2, 3.3, 2, x, 4, 10
4) Cc1cccc(NC(=S)NCC(c2cccnc2)N2CCOCC2)c1 (stereo not drawn)
    -6, -25, x, 15, x, -2, -2
5) COc1ccc(N2CCN(C(=O)CCCn3c(=O)[nH]c4cc(Cl)ccc4c3=O)CC2)cc1
    x, -1, x, 0, 12, x, -3
6) CCC(=O)c1ccc(OCCSc2ncccn2)cc1
    x, -181, x, x, 1, x, 6
7) O=c1c2ccccc2nc(SCc2cccc(F)c2)n1-c1cccc(S(=O)(=O)N2CCCC2)c1
    x, 27, x, -16, 0, x, 3
8) CCCCN1C(=O)C(CC(=O)NC2CCCC2)CC(C(=O)N(CC)CC)=C1C (stereo not drawn)
    4, -2, -0.3, -8, -4, -6, 3
9) CC1CC(=O)c2cnc(Nc3ccccc3)nc2C1 (stereo not drawn)
    -72, x, 0.8, 0, -4, -2, x
10) Cc1ccc(NC(=O)CSCC(=O)NNC(=O)c2ccoc2C)cc1
    -11, -5, 2.7, 4, 1, -13, 1
11) O=C(Nc1cccc2ccccc12)c1ccc([N+](=O)[O-])s1
    0, 56, -3.2, -22, x, -6, 3
12) CCOC(=O)C(CCCCCOc1ccccc1[N+](=O)[O-])C(=O)OCC
    17, 9, x, -28, x, x, x
13) CC(C)NC(=O)N(C)C[C@H]1Oc2ccc(NC(=O)Cc3ccccc3)cc2C(=O)N([C@H](C)CO)C[C@H]1C
    -1, -8, -1.3, 8, 3[16.7 µM], -5, x
14) CNC[C@@H]1Oc2c(NS(=O)(=O)c3cccs3)cccc2C(=O)N([C@H](C)CO)C[C@@H]1C
    -9, x, 1.9, 8, -10[16.7 µM], 3, -2
15) COCCN(C(=O)c1ccc(N2CCCC2=O)cc1)c1c(N)n(CC(C)C)c(=O)[nH]c1=O
    0, 5, 0.6, x, 2, -1, 6
16) C[C@@H]1CN([C@@H](C)CO)C(=O)c2cc(-c3cccc(C#N)c3)cnc2O[C@@H]1CN(C)C(=O)C1CCC1
    1, -12, -0.1, 3, 10[16.7 µM], -5, x
17) Cc1oc2c(CN3CCCC3)c(O)ccc2c(=O)c1-c1ccccc1
    2, x, -0.6, 3, 4, -4, x
18) COc1ccc(CC(=O)NCc2ccccc2)cc1S(=O)(=O)N1CCOCC1
    x, 10, x, -1, 22, x, 8
19) Cc1ccc(OCC(=O)Nc2cc(S(=O)(=O)N3CCCCC3)ccc2N2CCN(C)CC2)c(C)c1
    24, 24, -1.7, -18, 7, 7, 11
20) COc1cccc(C(=O)N2C[C@H]3[C@@H](c4ccccc42)[C@@H](CO)N3C(=O)c2ccc(F)cc2)c1
    10, 8, -0.2, 9, 229*[16.7 µM], 11, -10

Reprinted at random: three compounds from above.
Every second line gives: EWS-Fli block, PAX8 reporter, F508del corr, GSIS activator, miR122 inh, DENV2 CPE, FN deposit inh
15) COCCN(C(=O)c1ccc(N2CCCC2=O)cc1)c1c(N)n(CC(C)C)c(=O)[nH]c1=O
    0, 5, 0.6, x, 2, -1, 6
4) Cc1cccc(NC(=S)NCC(c2cccnc2)N2CCOCC2)c1 (stereo not drawn)
    -6, -25, x, 15, x, -2, -2
7) O=c1c2ccccc2nc(SCc2cccc(F)c2)n1-c1cccc(S(=O)(=O)N2CCCC2)c1
    x, 27, x, -16, 0, x, 3

Following part
Every second line gives: EWS-Fli block, PAX8 reporter, F508del corr, GSIS activator, miR122 inh, DENV2 CPE, FN deposit inh
21) COc1ccc(CCN(C)S(=O)(=O)c2cn(C)c(=O)n(C)c2=O)cc1OC
    3, -7, -1.2, 31, -5, 6, -4
22) CC1(C(=O)NS(=O)(=O)C2CC2)CCCN(C(=O)c2cccnc2Oc2ccccc2)C1 (stereo not drawn)
    -2, -18, 0.8, x, -6, 0, 1
23) C[C@@H]1CN([C@@H](C)CO)C(=O)c2cccc(NC(=O)c3cnccn3)c2O[C@@H]1CN(C)Cc1ccc(Oc2ccccc2)cc1
    -6, 20, 1.7, -16, -3[16.7 µM], 7, x
24) CCCc1ccc(C(O)c2ncc(-c3cccc(F)c3)[nH]2)cc1 (stereo not drawn)
    -33, -62, -0.3, -13, 36, 1, -17
25) Cc1ccccc1-c1cnc2c(c1)C(=O)N([C@@H](C)CO)C[C@H](C)[C@@H](CN(C)C(=O)c1ccccc1)O2
    -11, 5, -1.5, -1, 6[16.7 µM], -5, -1
26) C[C@@H]1CN([C@H](C)CO)C(=O)c2cc(N(C)C)ccc2O[C@@H]1CN(C)S(C)(=O)=O
    3, -2, 2.3, 11, 0[16.7 µM], -8, -19
27) CCOC(=O)[C@@H]1[C@H]2COc3cc(OC)ccc3[C@H]2N2C(=O)N(c3ccccc3)C(=O)[C@]12C
    -9, 1, 2.1, -20, 2, -12, -3
28) O/N=C(/c1ccccc1)c1cc2cc(Br)cc(Br)c2o1
    5, -4, 2.8, 8, 2, -1, -6
29) C[C@H]1CN([C@@H](C)CO)C(=O)c2cccc(NC(=O)c3nc4ccccc4s3)c2O[C@@H]1CN(C)Cc1ccc(C(=O)O)cc1
    -2, x, -1.5, 5, 5[16.7 µM], 2, 12
30) COCC(=O)N[C@@H]1CC[C@@H](CC(=O)NCc2ccccc2OC)O[C@H]1CO
    -2, -10, -0.4, 11, x, -11, -28
31) Cc1ccccc1CN(C)CC(=O)Nc1cccc(S(=O)(=O)N(C)c2ccccc2)c1
    -5, 15, -0.2, -7, x, -5, 5
32) Cc1ccc(OCC(O)CN2CC3(C)CC2CC(C)(C)C3)cc1 (stereo not drawn)
    5, 10, x, -11, x, 5, 11
33) C[C@H](CO)N1C[C@H](C)[C@H](CN(C)Cc2ccccc2)Oc2c(NC(=O)C3CCOCC3)cccc2C1=O
    0, -11, -0.5, -2, 30[16.7 µM], -7, x
34) CCOC(=O)Cn1c(=O)oc2cc(S(=O)(=O)N(C)Cc3ccccc3)ccc21
    -2, 17, 0.6, -8, 11, 3, -1
35) CN(c1ccccc1)S(=O)(=O)c1ccc(C(=O)NCc2ccc(F)cc2)cc1
    14, 27, -2.0, -51, -2, 2, 4
36) C[C@@H]1CN([C@@H](C)CO)C(=O)c2cc(NC(=O)NC3CCCCC3)ccc2O[C@@H](C)CCCCO[C@H]1CN(C)S(=O)(=O)c1cn(C)cn1
    1, -14, -0.1, 9, -3[16.7 µM], 4, x
37) O=C(Cc1ccc(Br)cc1)Nc1ccc(S(=O)(=O)Nc2ncccn2)cc1
    0, 0, -0.3, x, -3, 2, -4
38) NC(=O)c1ccc2c(=O)c(O)c(-c3cc(Cl)c(N)c(Cl)c3)[nH]c2c1
    1, 1, -2.4, x, x, -6, -15
39) C[C@H]1CN([C@@H](C)CO)C(=O)CCCn2cc(nn2)CO[C@H]1CN(C)S(=O)(=O)c1ccc2ccccc2c1
    0, x, -0.9, 5, 8[16.7 µM], u, -7
40) COc1ccc(-c2cc3cc(OC)c(OC)cc3cn2)cc1
    -109, -189, -0.2, 7, -4, 18, 10

Laid out differently: entries from further up
nr | Structure | EWS-Fli block | PAX8 reporter | F508del corr | GSIS activator | miR122 inh | DENV2 CPE | FN deposit inh
17 | Cc1oc2c(CN3CCCC3)c(O)ccc2c(=O)c1-c1ccccc1 | 2 | x | -0.6 | 3 | 4 | -4 | x
18 | COc1ccc(CC(=O)NCc2ccccc2)cc1S(=O)(=O)N1CCOCC1 | x | 10 | x | -1 | 22 | x | 8
19 | Cc1ccc(OCC(=O)Nc2cc(S(=O)(=O)N3CCCCC3)ccc2N2CCN(C)CC2)c(C)c1 | 24 | 24 | -1.7 | -18 | 7 | 7 | 11

Later entries
Every second line gives: EWS-Fli block, PAX8 reporter, F508del corr, GSIS activator, miR122 inh, DENV2 CPE, FN deposit inh
41) COc1ccc(OC)c(Nc2nc(-c3cccs3)cs2)c1
    x, x, x, -11, 15, x, 1
42) COc1ccccc1CCC(=O)Nc1ccc(OC)c(S(=O)(=O)N2CCCCC2)c1
    3, -4, -0.6, -25, 0, 1, -3
43) O=C(Sc1cccc2cccnc12)c1ccccc1Br
    50*, 100*, 1.5, 5, 13, 13, 28
44) CCC(=O)Nc1ccc2c(c1)OC[C@H](C)N(C(=O)c1ccc(F)cc1)C[C@H](C)[C@@H](OC)CN(C)C2=O
    -5, x, -1.7, 17, x, -2, 0
45) C=Cn1cc(CNC[C@H]2O[C@@H](n3cnc4c(=O)[nH]c(N)nc43)[C@H](O)[C@@H]2O)c(C)n1
    1, 5, -1.2, x, -2, -5, -3
46) C[C@@H]1CN([C@@H](C)CO)C(=O)c2cc(-c3cccc(F)c3)cnc2O[C@@H]1CN(C)Cc1ccccn1
    4, -6, 4.2, 3, 32[16.7 µM], -2, x
47) Cc1ccc(NCC(=O)N/N=C/c2cc(O)ccc2[N+](=O)[O-])cc1
    2, -36, -2.0, -17, 0, 7, -15
48) CCOC(=O)C1NN=C(C(=O)c2ccccc2)C1c1ccccc1 (stereo not drawn)
    2, 29, 3.7, 11, x, 17, -3
49) C[C@@H]1CCCCO[C@H](CN(C)S(=O)(=O)c2cn(C)cn2)[C@@H](C)CN([C@H](C)CO)C(=O)c2cc(NS(=O)(=O)c3ccccc3)ccc2O1
    -5, -1, 0.7, 19, 1[16.7 µM], -5, -8
50) CC(=O)Nc1ccc(S(=O)(=O)Nc2nc3ccccc3nc2N2CCOCC2)cc1
    3, 9, 3.8, x, -2, 2, x
51) COc1ccc(COC(=O)C2CCN(S(=O)(=O)c3ccc(F)cc3)CC2)cc1
    -1, 6, 0.6, -3, -1, 3, 5
52) O=C(NNC(=O)c1cc(C(F)(F)F)cc(C(F)(F)F)c1)c1ccc(Cl)cc1
    19, 2, -0.3, -1, -1, -2, 0
53) Cc1ccc(S(=O)(=O)N2CCc3c2cc([N+](=O)[O-])cc3[N+](=O)[O-])cc1
    -2, 2, 1.7, -14, x, 3, 1
54) COc1ccc(S(=O)(=O)N2CCCC2C(=O)NCC(=O)Nc2cccc(Cl)c2C)cc1 (stereo not drawn)
    3, 7, -0.8, -21, x, 70*, 5
55) CCN1CCN(C(c2cccnc2)c2cc(Cl)c3cccnc3c2O)CC1 (stereo not drawn)
    x, 13, x, x, -50, x, 12
56) O=C(N[C@@H]1CC[C@H](CCNC(=O)C2CCOCC2)O[C@@H]1CO)c1ccccn1
    2, -6, 1.3, 3, x, 10, -6
57) CN(C)CCCN(C(=O)COc1ccccc1)c1nc2cc3c(cc2s1)OCCO3
    -29, -67, -2.4, -45, 0, -1, 3
